Screening data: PubChem, Broad Institute
ARNT-TACC3 inh = disrupts binding between human ARNT and TACC3 | AlphaScreen His-ARNT PAS-B/GST-TACC3 binding, luminescence; TACC3 fragment carries E629A point mutation | inhibition, % at 9.99 µM | 390,000 tested, 0.66% active;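 active means mean inhibition of replicates at least 50% and at least half of replicates each reaching 50%; inconclusive means half or more replicates reach 50% but mean below 50%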;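 further: 0% = complete ARNT plus TACC3 wells and 100% = ARNT alone without TACC3; many hits fall short of the cut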
ERp5 block = inhibitors of human ERp5; inhibition, % at 9.99 µM; 350,000 tested, 0.05% active; Q15084; AID 651711; ERp5 insulin aggregation, absorbance 650 nm, 90 min;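 active means mean replicate inhibition above about 25%, with every replicate also reaching it, limit read from the data, passing the limit was not always enough; inconclusive means only one of those two criteria met; inactive means neither criterion met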
RAD54 branch = inhibitors of human RAD54 branch migration; RAD54 Holliday junction branch migration, FAM/BHQ fluorescence; 360,000 tested, 0.14% active; inhibition, % at 10.4 µM; AID 602329; Q92698;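 active means mean normalized replicate activity at least 40 and at least half of replicates scoring 40 or more; inconclusive means only one of the two criteria met; inactive means mean below 40 and under half of replicates reaching 40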;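 further: 0% = median of neutral control wells and 100% = median of positive control wells; inhibitors cause a drop in the FAM fluorescence signal; in these data hits start at about 50%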
PglD inh = blocks C. jejuni PglD acetyltransferase activity | purified PglD enzyme, DTNB colorimetric CoA detection | inhibition, % at 12.5 µM | 360,000 tested, 0.098% active | AID 602405; in the data active means inhibition above about 16%, passing the limit was not always enough; inconclusive means no clear call, values can overlap the other calls; further: strong numbers were not always called active
RAD52 anneal inh = blocks human RAD52 DNA annealing. P43351. recombinant RAD52 DNA annealing, FRET fluorescence. inhibition, % at 18.7 µM. 360,000 tested, 0.46% active. AID 651710;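 active means every replicate showing at least 50% inhibition; inconclusive means mean inhibition at least 50% but not in every replicate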
Target sequence (P43351 whole entry, looked up): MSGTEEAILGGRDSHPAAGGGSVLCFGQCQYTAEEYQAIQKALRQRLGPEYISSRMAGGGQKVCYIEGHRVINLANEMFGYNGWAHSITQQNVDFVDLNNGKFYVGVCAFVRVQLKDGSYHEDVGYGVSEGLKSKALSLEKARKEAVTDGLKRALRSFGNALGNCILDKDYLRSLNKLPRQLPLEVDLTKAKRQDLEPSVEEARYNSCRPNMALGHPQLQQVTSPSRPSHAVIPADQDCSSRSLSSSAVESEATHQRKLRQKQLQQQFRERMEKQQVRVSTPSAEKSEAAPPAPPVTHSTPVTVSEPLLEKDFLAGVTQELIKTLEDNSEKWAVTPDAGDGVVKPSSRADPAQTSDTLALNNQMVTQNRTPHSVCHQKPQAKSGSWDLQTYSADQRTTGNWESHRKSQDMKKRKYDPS
esBAF inh = blocks esBAF chromatin remodeling in mouse ES cells; reporter increase, % at 12.5 µM; 350,000 tested, 2% active; Bmi1-luciferase knock-in reporter, 24 h; 100% = twice the neutral-well signal; AID 602393; in the data active means activation above about 40%; inconclusive means no clear call, values can overlap the other calls;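 further: 0% = median of the plate's neutral control wells and 100% = double that signal; a rise in the Bmi1 reporter signal indicates esBAF inhibition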
CASP6 VEID inh = caspase-6 (human) enzyme inhibition; purified caspase-6, Z-VEID-R110 cleavage fluorescence; AID 686996; inhibition, % at 12.5 µM; P55212; 350,000 tested, 0.53% active;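 active means mean inhibition across replicates at least about 35%, with every replicate also reaching that limit, limit read from the data; inconclusive means only one of the two criteria met; inactive means neither criterion met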;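 further: 0% = median of neutral control wells and 100% = no fluorescence left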
Target sequence (P55212 24-179 limits assumed): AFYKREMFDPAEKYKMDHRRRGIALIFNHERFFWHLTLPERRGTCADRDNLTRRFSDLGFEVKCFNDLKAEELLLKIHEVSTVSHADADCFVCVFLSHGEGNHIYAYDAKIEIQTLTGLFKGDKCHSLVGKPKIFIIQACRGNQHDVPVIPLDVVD
Target sequence (P55212 194-293 limits assumed): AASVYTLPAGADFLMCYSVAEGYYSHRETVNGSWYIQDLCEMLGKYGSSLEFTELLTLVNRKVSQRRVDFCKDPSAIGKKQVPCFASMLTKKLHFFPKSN
E-selectin induc = induces E-selectin expression in human endothelial cells. HUVEC E-selectin immunofluorescence imaging; normalized: neutral wells 0, TNF-alpha wells 100. activation, % at 7.58 µM. 260,000 tested, 0.37% active. AID 686992;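 active means mean E-selectin-positive cell signal at least 10% of the positive control, reached in at least 60% of replicates, without over 20% cell loss; inconclusive means no rule given, readout overlaps actives, possibly toxicity-flagged; inactive means the rest, including those meeting only one limit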;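 further: in these data hits start at about 27%; measured in HUVEC primary endothelial cells; signal is the percent of cells scored E-selectin positive by PE staining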
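Material: HUVEC primary endothelial cells; Amount: 3,000 cells per well; Dosing: single concentration; Medium: EGM-2 growth medium on 0.1% gelatin-coated wells; Read-out basis: percent E-selectin-positive cells; Signal: immunofluorescence imaging; Control set: TNF-alpha, DMSO.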
* marks the source's active call; other numbers are inactive results; ? = inconclusive; . = no result given; & = joins results of further samples; ! = repeats disagree.

Values run as follows: ARNT-TACC3 inh | ERp5 block | RAD54 branch | PglD inh | RAD52 anneal inh | esBAF inh | CASP6 VEID inh | E-selectin induc
Cc1ccc(S(=O)(=O)N2C[C@H](O)COC[C@H]3O[C@H](CC(=O)N[C@@H]4CCN(Cc5ccccc5)C4)CC[C@@H]32)cc1
    4.3 | 2.0 | 0.4 | 1.8 | 9.0 | 0.2 | -2.1 | -0.1
CC(C)(NC(=O)N1CCCC1)c1cccc(C(C)(C)NC(=O)N2CCCC2)c1
    14.9 | . | 0.1 | -1.5 | . | -11.3 | . | .
O=C(Nc1cccc(Cl)c1)Nc1ccccc1C(=O)O
    . | -2.5 | 0.5 | -5.2 | -0.6 | 18.8 | 2.1 | -1.8
Cc1noc(C)c1S(=O)(=O)Nc1ccc2c(c1)CC(=O)N([C@@H](C)CO)C[C@H](C)[C@@H](CN(C)C(=O)NC1CCCCC1)O2
    -2.3 | 6.4 | -5.2 | 3.8 | -5.2 | 1.4 | -1.5 | 9.4
O=C(Nc1cccnc1)c1ccc(CSc2ccccc2)cc1
    -4.4 | -0.7 | . | . | -6.4 | . | 1.1 | -0.1
c1ccc(CCn2nnnc2C(c2cccnc2)N2CCN(c3nc4ccccc4s3)CC2)cc1 (stereo not given)
    11.4 | . | -0.9 | -4.1 | . | -0.1 | . | .
C=C1CCC(O)C2(C)CCC3C(C)C(=O)OC3C12O (stereo not given)
    -0.3 | 3.2 | -10.2 | -0.4 | -7.9 | -5.8 | 1.7 | .
CCOC(=O)c1ccc(-c2ccc3ncnc(NCc4csc(C)n4)c3c2)o1
    . | 4.9 | -0.2 | -3.7 | -17.4 | 24.7 | 0.2 | 6.0
Cc1ccc(CS(=O)Cc2ccc(C(=O)NC3CCCC(C)C3C)o2)cc1 (stereo not given)
    -1.6 | -0.3 | -9.7 | -0.3 | -16.7 | -4.3 | -3.8 | .
c1ccc(-c2ccccc2OCCCN2CCCC2)cc1
    -8.4 | . | 8.5 | 9.6 | . | -9.4 | . | .
O=C(CS(=O)(=O)Cc1ccccc1)Nc1ccc(S(=O)(=O)N2CCOCC2)cc1
    -4.7 | 5.5 | 1.6 | -6.5 | -2.9 | . | -4.2 | 0.0
O=C(OCc1ccc(Cl)c(Cl)c1)c1ccc[nH]1
    -11.6 | 7.6 | -8.9 | -0.1 | -15.2 | 49.7* | -0.2 | 2.5
O=C(COC(=O)c1c(F)cccc1F)NCc1ccc2c(c1)OCO2
    1.4 | 1.5 | 0.3 | -1.7 | -8.1 | 2.2 | -1.4 | 0.3
C[C@H]1CN(C2CCCCC2)C(=O)[C@@H]1CC(=O)NCc1ccccc1
    1.9 | 5.5 | -3.7 | -0.1 | -0.7 | -0.8 | -1.2 | .
CC(C)(C)c1ccc(/C=C/C(=O)N2CCOCC2)cc1
    -8.7 | 2.9 | . | . | 13.1 | . | 0.5 | 0.6
Cc1cccc([N+](=O)[O-])c1NC(=O)CN(Cc1ccccc1)Cc1ccccc1
    -0.5 | 2.4 | . | . | -25.7 | . | 1.9 | 0.3
Cc1ccc(-n2nc3c([n+]2[O-])CCc2nonc2-3)cc1
    -0.5 | 1.8 | . | . | -19.8 | . | 0.4 | .
COc1ccc(N2C(=O)c3ccccc3NC2(C)C)cc1
    -6.7 | 2.5 | 1.9 | -2.7 | -14.7 | 5.2 | -1.1 | 0.6
Cc1c(-c2ccccc2)n[nH]c1C(=O)N=Nc1c(O)[nH]c2ccccc12
    -1.3 | 8.9 | . | . | -12.8 | . | -1.3 | 2.0
CCc1ccc(OCC(=O)NC(=S)Nc2ccc(C)cc2C)c(Br)c1
    -3.6 | . | -5.8 | 2.9 | . | -0.4 | . | .

Part of the list above, with each value named:
> Cc1c(-c2ccccc2)n[nH]c1C(=O)N=Nc1c(O)[nH]c2ccccc12
- ARNT-TACC3 inh = -1.3
- ERp5 block = 8.9
- RAD54 branch = .
- PglD inh = .
- RAD52 anneal inh = -12.8
- esBAF inh = .
- CASP6 VEID inh = -1.3
- E-selectin induc = 2.0

> CCc1ccc(OCC(=O)NC(=S)Nc2ccc(C)cc2C)c(Br)c1
- ARNT-TACC3 inh = -3.6
- ERp5 block = .
- RAD54 branch = -5.8
- PglD inh = 2.9
- RAD52 anneal inh = .
- esBAF inh = -0.4
- CASP6 VEID inh = .
- E-selectin induc = .

> O=C(Nc1cccnc1)c1ccc(CSc2ccccc2)cc1
- ARNT-TACC3 inh = -4.4
- ERp5 block = -0.7
- RAD54 branch = .
- PglD inh = .
- RAD52 anneal inh = -6.4
- esBAF inh = .
- CASP6 VEID inh = 1.1
- E-selectin induc = -0.1

> c1ccc(CCn2nnnc2C(c2cccnc2)N2CCN(c3nc4ccccc4s3)CC2)cc1 (stereo not given)
- ARNT-TACC3 inh = 11.4
- ERp5 block = .
- RAD54 branch = -0.9
- PglD inh = -4.1
- RAD52 anneal inh = .
- esBAF inh = -0.1
- CASP6 VEID inh = .
- E-selectin induc = .

Next records:
Values run as follows: ARNT-TACC3 inh | ERp5 block | RAD54 branch | PglD inh | RAD52 anneal inh | esBAF inh | CASP6 VEID inh | E-selectin induc
Cc1ccc(S(=O)(=O)N2CCC(C(=O)OCC(=O)N(C)CC(=O)Nc3ccc(F)cc3)CC2)cc1C
    3.0 | 3.3 | -1.4 | 3.5 | -16.4 | -6.2 | 1.8 | -0.6
COCCCNC(=O)C[C@H]1C[C@@]2(C(=O)OC)C(=C[C@H](COCc3ccccc3)O[C@@H]2C)N(Cc2ccc3c(c2)OCO3)C1=O
    . | -5.5 | . | . | -21.4 | . | -1.2 | 0.0
O=C(C[C@H]1C[C@H]2c3cc(NC(=O)c4ccc5c(c4)OCO5)ccc3O[C@H]2[C@H](CO)O1)NCC1CC1
    -2.6 | 0.1 | 1.4 | 0.4 | 5.7 | 1.1 | -10.6 | -0.2
C=CCOC(=O)C1=C[C@@H](c2coc3ccccc3c2=O)[C@H](CCCO)[C@@H](OCC)O1
    1.0 | -3.6 | -6.3 | 3.5 | -5.5 | 17.8 | 2.1 | -0.2
Nc1c(O)cccc1C(=O)O
    8.6 | 1.0 | -6.1 | -2.4 | -23.8 | 4.6 | 56.3* | 0.0
C[C@H](CO)N1C[C@H](C)[C@@H](CN(C)S(=O)(=O)c2cn(C)cn2)Oc2ccc(NC(=O)Nc3ccc4c(c3)OCO4)cc2C1=O
    -2.4&18.8 | -4.0&2.7 | 1.9&-6.6 | -1.3&-2.6 | 2.9&-26.4 | -2.1&-5.0 | -1.5&1.4 | -3.9&-0.2
CCCCNS(=O)(=O)c1ccc(OCC(=O)OC)cc1
    -0.8 | -7.9 | . | . | -8.6 | . | -1.8 | .
C[C@@H]1CN([C@H](C)CO)C(=O)c2cc(C3=CCCCC3)cnc2O[C@H]1CN(C)Cc1cccnc1
    -8.3 | -2.2 | -8.7 | 0.5 | 14.5 | 0.0 | -1.5 | -2.2
COC(=O)CC(=O)Cc1nc(N)nc(Nc2ccc(C)c(C)c2)n1
    6.7 | . | 3.0 | 0.7 | . | -10.0 | . | .
C=CCNC(=S)N/N=C/c1ccc(C)s1
    3.5 | -1.3 | . | . | -13.6 | 6.0 | 2.7 | .
COc1ccccc1-c1nc2ccccc2c(=O)n1NC(=O)c1cccs1
    -6.8 | . | -5.0 | -1.8 | . | . | . | 0.6
C#CCn1c2ccccc2c2nc3ccccc3nc21
    0.1 | 4.9 | . | . | -9.8 | ? | -0.1 | -0.3
CCOc1ccc(NC(=O)Nc2ccc(N(C)C(C)=O)cc2)cc1
    -9.7 | . | -0.8 | -1.4 | . | -8.1 | . | .
CCN(C(=O)COC(=O)c1cc(OC)c(OC)cc1[N+](=O)[O-])C1CCS(=O)(=O)C1 (stereo not given)
    -0.8 | 3.3 | -15.0 | 4.7 | -8.0 | 8.2 | 6.2 | 4.3
CCC(=O)NC[C@H]1[C@H](c2ccc(-c3cccc(F)c3)cc2)[C@@H](CO)N1C(=O)CC
    5.6 | -5.9 | 3.7 | -0.7 | -12.6 | -4.4 | -1.5 | 0.9
CC(Oc1ccc2c3c(c(=O)oc2c1)CCCC3)C(=O)NCc1ccncc1 (stereo not given)
    -2.3 | -20.6 | -1.4 | -2.5 | -3.0 | 1.9 | 0.6 | 4.2
COCC(=O)N1C[C@@H]2[C@H](c3ccccc31)[C@@H](CO)N2C(=O)C1CCOCC1
    2.8 | . | 3.4 | 3.0 | . | -1.3 | . | 0.0
O=C(C[C@H]1C/C=C\C[C@H](NC(=O)OCC2c3ccccc3-c3ccccc32)C(=O)O[C@@H](c2ccccc2)CNC1=O)NCCO
    -4.8 | 6.2 | -0.5 | 7.7 | -14.5 | -21.1 | 2.2 | 0.0
CCOC(=O)c1c(-c2ccccc2)[nH]c2ccc(O)cc12
    28.4 | . | 2.5 | -0.1 | . | -8.6 | . | .
COCC(=O)Nc1ccc2c(c1)[C@H]1C[C@@H](CC(=O)NCc3ccncc3)O[C@H](CO)[C@H]1O2
    -5.9 | -35.7 | -1.6 | 5.9 | -3.7 | 1.6 | -3.0 | -0.6
CCOc1ccc2c(c1)c(=O)c(S(=O)(=O)c1ccc(C)cc1)cn2CC
    -4.1 | 0.0 | 2.0 | 7.0 | 2.7 | -0.7 | 4.4 | .
Cc1ccc(CN2CCC(n3nccc3NC(=O)c3ccccc3C)CC2)o1
    . | -0.5 | -3.2 | 3.9 | -5.3 | -5.4 | -0.3 | -0.1
Nc1nc(NCc2ccco2)nc(Nc2ccc(F)cc2)c1[N+](=O)[O-]
    -0.5 | 6.8 | 6.0 | 3.4 | -11.7 | . | 3.2 | 0.0
CC(=O)c1cccc(NC(=O)c2ccc(N(Cc3ccc(C)cc3)S(C)(=O)=O)cc2)c1
    -1.9 | . | -5.4 | -4.4 | . | -1.8 | . | .
COc1ccc(NC(=O)N2[C@@H]3CNC[C@H]2C3c2ccc(-c3ccccc3C)cc2)cc1 (stereo not given in full)
    . | 2.6&-3.1 | . | . | 64.2*! | . | -0.6&1.0 | -0.1&0.2
COc1ccc(C(CNC(=O)COc2ccc(F)cc2Cl)N2CCCCC2)cc1 (stereo not given)
    -3.9 | 0.6 | 2.1 | 2.8 | -19.7 | 1.1 | -4.9 | .
CCC(=O)N1CC2(CN(Cc3ccc(OC)cc3)C2)c2c(n(C)c3cc(OC)ccc23)[C@H]1CO
    . | -2.7 | . | . | 1.7 | . | 2.0 | -0.7
Cc1noc(C)c1NC(=O)N(C)C[C@@H]1Oc2ccc(NC(=O)Nc3ccc(F)cc3)cc2C(=O)N([C@@H](C)CO)C[C@@H]1C
    -9.5 | 2.1 | 3.2 | 8.0 | 8.1 | -5.3 | 1.7 | 0.0
CCOc1ccc(-c2ccc(SCC(=O)NC3CCCCC3)nn2)cc1
    1.6 | -0.9 | -1.1 | -3.4 | 2.2 | ? | 1.6 | 1.6
O=C(CSc1nn(-c2ccccc2)c(=S)s1)NC(=O)NCc1ccco1
    -5.1 | . | -1.1 | 0.7 | . | 5.2 | . | .
Fc1cc(Cl)ccc1NC(=S)NCCN1CCOCC1
    37.0 | -1.5 | 0.8 | -3.3 | -12.6 | -6.9 | -4.5 | 0.1
CCN1CCc2c(sc(NC(=O)c3ccc(S(=O)(=O)N4CCCC4)cc3)c2C(=O)NC)C1
    3.4 | 1.5 | 30.8 | 4.4 | 17.3 | . | -3.1 | 2.4
CCOC(=O)c1c(C)nc(C(Cl)(Cl)Cl)nc1N
    -12.2 | 0.4 | 7.5 | 2.5 | -10.6 | 4.9 | 1.1 | 0.0
